Source: PubChem BioAssay (National Center for Advancing Translational Sciences (NCATS))
HTT ATP protect: cytoprotection in Huntington HTT-Q103 PC12 cell model | PC12 HTT-Q103 induced, cytoprotection, ATP luminescence, 40 h | Potency, µM (top dose mostly 56.4 µM), for the others: cytoprotection (ATP increase), actives largely listed as activators | hit rate 0.14% among 230,000;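 note: potency is the fitted concentration of half-maximal effect; % of control where 0% means no effect; nearly all actives have a fitted effect of over 45% in size; toxic huntingtin expression switched on by the ecdysone agonist tebufenozide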
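Huntington model: PC12 line, ecdysone-inducible HTTQ103 exon1–GFP, tebufenozide 100 nM. Test articles in a dose series. Endpoint luminescence from cellular ATP.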
CBFb-RUNX1 inh: inhibitors of human CBF-beta and RUNX1 interaction; Potency, µM (titrated, usually from 59.8 µM), without a hit: at the highest dose activity, negative = inhibition, most hits filed as inhibitors; AlphaScreen CBFb-His/RUNX1-biotin binding, biochemical; 230,000 tested, under 10 active; AID 1477; note: % of control where 0% means no effect
Target sequence (Q01196 whole entry, looked up): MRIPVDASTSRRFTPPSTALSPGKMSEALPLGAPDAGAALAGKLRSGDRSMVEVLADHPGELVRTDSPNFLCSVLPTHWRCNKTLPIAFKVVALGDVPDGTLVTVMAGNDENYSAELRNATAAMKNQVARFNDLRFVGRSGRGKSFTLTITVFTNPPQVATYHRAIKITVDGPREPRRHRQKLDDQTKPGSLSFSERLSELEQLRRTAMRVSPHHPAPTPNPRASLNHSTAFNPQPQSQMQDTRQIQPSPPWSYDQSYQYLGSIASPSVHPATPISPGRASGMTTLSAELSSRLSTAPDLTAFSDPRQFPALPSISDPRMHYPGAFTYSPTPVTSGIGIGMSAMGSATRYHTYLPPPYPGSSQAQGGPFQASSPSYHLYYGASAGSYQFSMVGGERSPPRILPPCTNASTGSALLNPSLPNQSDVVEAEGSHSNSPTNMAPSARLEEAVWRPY
Target sequence (Q13951 whole entry, looked up): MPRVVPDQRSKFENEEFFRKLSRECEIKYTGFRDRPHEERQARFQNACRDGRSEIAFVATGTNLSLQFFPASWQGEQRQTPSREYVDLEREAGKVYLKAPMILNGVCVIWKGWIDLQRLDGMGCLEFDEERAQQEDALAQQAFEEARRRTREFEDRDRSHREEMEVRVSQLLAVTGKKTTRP
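Interaction loss through any mechanism counts as activity. Pre-formed complex of His-CBF-beta and biotin-RUNX1 (30 nM apiece) is incubated with compound 15 min, then with 50 ng nickel and 50 ng streptavidin beads for 90 min before AlphaScreen detection.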
SMN2 splice enh: enhancers of SMN2 splice variant expression; HEK293 SMN2-luciferase splicing reporter, luminescence, 30-36 h; Potency, µM (titrated, usually from 46.1 µM), inactives show at the top dose activity change, positive = activation, hits mostly activators; hit rate 2.8% among 210,000; AID 1458; note: potency is the fitted concentration of half-maximal effect; % of control where 0% means no effect; nearly all actives have a fitted effect of over 55% in size
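HEK293 cells carry an SMN2 minigene-luciferase reporter in which exon 7 inclusion puts luciferase in frame. Cells were seeded at 2000 cells/well, attached for 10-12 hours, then exposed to compounds for 30-36 hours at 37C before ONE-Glo luminescence.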
IMPase Li inh: cell-permeable IMPase inhibitors with lithium potentiation. CHO-M1 cells, IP1 TR-FRET (IP-One), carbachol + lithium. Potency, µM (titrated, usually from 59.4 µM), for the others: at the highest dose activity, negative = IMPase inhibition, hits mostly inhibitors. hit rate 0.35% among 210,000. AID 1457;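 note: IP1 builds up when IMPase is blocked and the TR-FRET signal falls; potency is the fitted concentration of half-maximal effect; plate controls were basal vehicle for no effect and high inhibitor control for full effect; nearly all actives have a fitted effect of over 50% in size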
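CHO cells stably expressing M1 receptor (2000/well) were cultured 16–30 h, then exposed to compounds with a small lithium addition for 30 min at 37C. IP1 was measured by TR-FRET competition; AC50 from Hill fits.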
Luc counter: counter-screen: inhibitors of Kinase-Glo firefly luciferase. Q27757. Kinase-Glo luciferase, ATP luminescence, 8 min. Potency, µM (doses to about 38.3 µM), inactives show at the top dose activity change, negative = inhibition, most hits filed as inhibitors. hit rate 0.28% among 200,000. AID 1379; note: potency is the fitted concentration of half-maximal effect; % is set by controls: 0 for no effect and ±100 for the full control effect; nearly all actives have a fitted effect of over 60% in size
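Kinase-Glo luciferase light output from ATP and luciferin was measured with 10 uM ATP, within the enzyme's linear range. Buffer: 50 mM imidazole pH 7.2, 50 mM KCl, 7 mM MgCl2, 0.01% Tween 20, 0.05% BSA; luminescence read after 8 min at ambient temperature.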
Lamin A splicing: LMNA splicing modulation | Potency, µM (top dose mostly 46.1 µM), for the others: at the top dose ratio change, negative = inhibition, hits mostly inhibitors | hit rate 0.01% among 200,000 | HeLa LMNA splicing GFP/RFP minigene ratio, 48 h; active = well fitted inhibition curve with a large enough effect in the signal ratio, with a control signal flat, not every such curve was filed as active; inconclusive = small, poorly fitted or top-dose-only effect, or effect the other way, or a change in a side signal; the % refers to the signal ratio; note: potency is the fitted concentration of half-maximal effect; % is set by controls: 0 for no effect and ±100 for the full control effect
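Read-out is the ratio of GFP to DsRed2 object intensity, acquired by 488 nm laser-scanning cytometry on HeLa lamin A-EGFP minigene reporter cells. Compound incubation 48 hrs at 37 °C in Opti-MEM with 2% FBS; DMSO 0.5% final.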
HttQ103 aggreg: reduces HttQ103-GFP aggregates in PC12 cells; PC12 HttQ103-GFP aggregates, Acumen cytometry, 40 h; Potency, µM (top dose mostly 46.1 µM), without a hit: top-dose activity change, negative = inhibition, most hits filed as inhibitors; hit rate 1.1% among 220,000; AID 1688; note: potency is the fitted concentration of half-maximal effect; % is set by controls: 0 for no effect and ±100 for the full control effect; nearly all actives have a fitted effect of over 60% in size
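PC12/HTTQ103-GFP, ecdysone-inducible; teb 100 nM; cpd qHTS titration; GFP aggregates read on laser cytometer, Ex 488/Em 500-530 nm.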
Numbers without * were called inactive; ? = inconclusive; . = not tested or not shown; & = joins results of further samples; [ ] = another dose, or the depositor's remark. Unless noted, calls come from the whole dose curve; as a rule, active = well fitted curve in the direction sought with a large enough effect; inconclusive = small, poorly fitted or top-dose-only effect, or another doubt; inactive = no such curve, though single readings can be large; an effect the other way counts as inactive or inconclusive.

SMILES	HTT ATP protect	CBFb-RUNX1 inh	SMN2 splice enh	IMPase Li inh	Luc counter	Lamin A splicing	HttQ103 aggreg
C[C@@H]1CN(C(=O)c2nc3ccc(Cl)cn3c2CN2CCc3sccc3C2)C[C@H](C)O1	?	-1%	.	5%	1%	25%[46 µM]	21%[9.22 µM]
C[C@@]12CCC(=O)C[C@@H]1CC(=O)[C@H]1[C@H]3CCC[C@]3(C)C(=O)C[C@@H]12 (tested in a mixture with another compound)	?	-2%[21.7 µM]	-8%[20.6 µM]	0%	2%[17.1 µM]	?	.
O=C(c1ccncc1)N1CCC2(CCN(Cc3nccs3)CC2)CC1	5%	.	-8%	11%	-1%	.	.
CC(CCc1ccc(O)cc1)NCCc1ccc(O)c(O)c1 (centres undefined)	-198%[inhibitor]	19%&-17%	-18%&5%	19%&13%	-2%	?	?
COc1ccc(N(CC(=O)NCCC2=CCCCC2)S(=O)(=O)c2ccccc2)cc1OC	-10%	-2%	-5%	5%	1%	?	?
CC(C)CCNC(=O)c1ccc(OC2CCN(S(=O)(=O)N(C)C)CC2)cc1	-17%[10 µM]	7%	.	0%	-3%	?	1%[9.22 µM]
Cn1ncc(Br)c1C(=O)Nc1c(F)c(F)cc(F)c1F	12%[1.9 µM]	10%	25µM*	2%	0%	6%	?
Clc1ccc(-c2nnsc2SCc2ccccc2)cc1	11%[10 µM]	?	13%	3%	0%	3%	-5%
CC1(C)CC(=O)C(C=NCC2CCN(C(=O)Cc3ccccc3)CC2)=C(O)C1	-22%	0%	-34%[inhibitor]	6%	11%	?	-1%
O=C(N/N=C/C=C/c1ccccc1)c1cccc(Br)c1	-21%	-11%	-6%	5%[38.3 µM]	-3%	-4%	-14%
O=C(NCCCO)C(=O)NCc1ccccn1	-32%	?	.	-5%	.	.	23%
Cc1ccc(C2CC(C(F)(F)F)n3ncc(C(=O)NCc4ccco4)c3N2)cc1 (centres undefined)	-9%[10 µM]	-6%	3%	-1%[38.3 µM]	2%	2%	-13%
CCOCC(=O)Nc1cccc(Br)c1	8%[0.074 µM]	-30%	6%	25%[38.3 µM]	2%	-13%	-5%
COc1cc(OC)cc(C(=O)NNC(=O)NC2CCCCC2)c1	-6%[10 µM]	5%	2%	0%	2%	?	-25%
CCOc1ccc(NC(=O)Nc2ccc(Cc3ccncc3)cc2)cc1	4%[10 µM]	9%	.	.	.	.	16%[9.22 µM]
O=S(=O)(c1ccc(F)c(F)c1F)N1CCN(C(=S)Nc2ccccc2)CC1	-25%[10 µM]	-5%	-26%	7%	1%	-12%[46 µM]	21%
COC(=O)C1=C(C)N(c2ccc(Cl)c(Cl)c2)C(=O)C1	2%[10 µM]	-9%	3%	6%	4%	?	1%
CCN1CCN(c2oc(-c3ccco3)nc2C#N)CC1	11%[10 µM]	9%	.	.	.	.	31%[9.22 µM]
COc1ccc(C2Nc3ccccc3C(=O)N2c2ccccc2)cc1CSc1ccccn1 (centres undefined)	12%[10 µM]	-5%	5%	5%	4%	-3%	1%
COC(=O)C1=C(C)N(c2ccc(C)c(C)c2)/C(=C/c2ccco2)C1=O	-52%[inhibitor]	-18%	-56%[inhibitor]	13%	-2%	3%[46 µM]	1%
N#Cc1c(NC(=O)C2CC2)sc2c1CCCCC2	.	0%	?	10%	2%	-9%	11%
COC1C=CO[C@@]2(C)Oc3c(C)c(O)c4c(O)c(c(C=NN5CCN(C)CC5)c(O)c4c3C2=O)NC(=O)/C(C)=C\C=CC(C)C(O)[C@@H](C)C(O)C(C)[C@H](OC(C)=O)C1C (some centres undefined)	38%	?	-19%	11%	-13%	.	4%
CCOC(=O)N1CCN(C(=O)c2cn(CC)c3ccc(S(=O)(=O)N4CC(C)CC(C)C4)cc3c2=O)CC1 (centres undefined)	-32%[inhibitor]	3%	-12%	-2%	-2%	.	-17%
Cc1cnc(NC(=O)C2CCCO2)s1 (centres undefined)	-1%	7%	-3%	16%[38.3 µM]	2%	5%	-21%
O=C(Oc1ccc[nH]c1=O)c1cccc(Cl)c1	-7%[10 µM]	10%	.	.	.	.	-6%[9.22 µM]
(list continues)
SMILES	HTT ATP protect	CBFb-RUNX1 inh	SMN2 splice enh	IMPase Li inh	Luc counter	Lamin A splicing	HttQ103 aggreg
CCOC(=O)c1ccc(NC(=O)C2(c3ccccc3)CCOCC2)cc1	-26%[1.9 µM]	7%	3%	0%	0%	6%	-4%
Cc1ccc(-n2c(C)cc(=O)cc2C)c(C)c1	-10%[10 µM]	-1%	2%	64%[activator]	-1%	-4%	-3%
CCOc1ccc(NC(=O)CCN2CCN(S(=O)(=O)c3ccc(Cl)cc3)CC2)cc1	-2%[10 µM]	-2%	-27%	16%[38.3 µM]	-5%	-12%	7%
O=C(NCC(=O)N(CCN1CCOCC1)C(C(=O)NC1CCCC1)c1ccccc1)c1cccs1 (centres undefined)	-4%[10 µM]	-1%	.	8%	0%	14%[46 µM]	1%[9.22 µM]
NNc1nc2c(-c3ccc(F)cc3)nnn2c2ccccc12	-20%[10 µM]	-7%	5µM*	-15%	?	?	-7%
Cc1c(Cl)c([N+](=O)[O-])nn1CC(=O)N1CCN(Cc2ccccc2)CC1	.	1%	-12%	7%	2%	11%[46 µM]	.
CCCCC/C=C\C\C=C/C=C/C=C/[C@@H](SCC(N)C(=O)NCC(=O)O)[C@@H](O)CCCC(=O)O (some centres undefined)	-13%	3%	-7%	8%	1%	.	.
CCOc1ccc(-c2nc3n(c(=O)c2C#N)CCCS3)cc1	14%	4%	18%	20%[38.3 µM]	2%	-8%	15%
CCN(CC)Cc1c(O)ccc2c(=O)c(Oc3ccccc3OC)coc12	14%	14%	-12%	?	1%	-7%	11%
Clc1ccccc1-c1nc(NCc2cccnc2)c2ccccc2n1	1%	.	.	-3%	.	0%	.
CNC(=S)NNC(=O)c1cccn(Cc2ccc(Cl)cc2Cl)c1=O	-10%	-10%	-7%	0%[38.3 µM]	1%	10%	10%
CCC(=O)Nc1ccc2nc(SCC(=O)N3CCOCC3)sc2c1	-40%	13%	-46%[inhibitor]	-9%	-2%	7%[46 µM]	8%
COc1ccc(/C=C/C(=O)Nc2ccc3nc4n(c(=O)c3c2)CCCC4)cc1OC	-6%	4%	.	-9%	.	.	6%
OCC1(Cc2ccc(Cl)cc2)CCN(Cc2ccc(Oc3ncccn3)cc2)CC1	18%[10 µM]	3%	-26%	19%	-3%	.	5%[9.22 µM]
CCC(=O)Nc1ccc2oc(-c3ccccc3Br)nc2c1	-33%[inhibitor]	-13%	10µM*	4%[38.3 µM]	1%	?	1%
CC(C)OC(=O)CC(=O)CSc1nc(-c2ccc(F)cc2)cc(-c2ccccc2)c1C#N	-10%[1.9 µM]	22%	4%	6%	2%	?	0%
Cc1c(Cc2ccccc2)sc(NC(=O)/C=C/c2cccc3ccccc23)c1C(N)=O	-51%[inhibitor][10 µM]	2%	4%	-3%	1%	?	?
Cc1ccc(C(=O)/C=C/c2ccc(F)cc2)o1	-3%[10 µM]	1%	4%	11%	-9%	?	29%
CCCCc1nc2c(c3c1C[C@H](C)OC3)CN(S(=O)(=O)c1ccc(C#N)cc1)CC2	-33%[10 µM]	0%[13.1 µM]	-5%[9.22 µM]	9%	-5%[7.66 µM]	?	.
O=C(Nc1ccc(F)cc1)N(CCCN1CCOCC1)Cc1cc2cc3c(cc2[nH]c1=O)OCCO3	0%	3%	-53%[inhibitor]	-1%[38.3 µM]	3%	?	14%[9.22 µM]
COc1cccc(CC2(CO)CCCN(Cc3cn(C)c4ccccc34)C2)c1 (centres undefined)	-23%[10 µM]	4%	.	10%	-1%	0%[46 µM]	-18%[9.22 µM]
CCn1c(C)nc2c(C)[n+](CC(=O)c3ccc(Br)cc3)ccc21	-6%	-11%	7%	17%	-1%	6%[46 µM]	-10%
O=C(Nc1ccccc1)Nc1ccccc1-n1ccnc1	-20%[1.9 µM]	-1%	-1%	-8%	-5%	-1%[46 µM]	12%[9.22 µM]
COc1ccc(/C=C/C(=O)NC(=S)N2CCN(C)CC2)cc1	-27%	-10%	2%	8%	-5%	.	-1%
Cc1cc(=O)[nH]c(/N=C(\N)Nc2ccc(Oc3ccccc3)cc2)n1	-13%[10 µM]	12%	.	.	.	.	6%[9.22 µM]

Laid out differently: results already given
| structure | HTT ATP protect | CBFb-RUNX1 inh | SMN2 splice enh | IMPase Li inh | Luc counter | Lamin A splicing | HttQ103 aggreg |
| --- | --- | --- | --- | --- | --- | --- | --- |
| Cc1ccc(-n2c(C)cc(=O)cc2C)c(C)c1 | -10%[10 µM] | -1% | 2% | 64%[activator] | -1% | -4% | -3% |
| CCOc1ccc(NC(=O)CCN2CCN(S(=O)(=O)c3ccc(Cl)cc3)CC2)cc1 | -2%[10 µM] | -2% | -27% | 16%[38.3 µM] | -5% | -12% | 7% |
| O=C(NCC(=O)N(CCN1CCOCC1)C(C(=O)NC1CCCC1)c1ccccc1)c1cccs1 (centres undefined) | -4%[10 µM] | -1% | . | 8% | 0% | 14%[46 µM] | 1%[9.22 µM] |

The list continues.
SMILES	HTT ATP protect	CBFb-RUNX1 inh	SMN2 splice enh	IMPase Li inh	Luc counter	Lamin A splicing	HttQ103 aggreg
COc1cccc(Oc2coc3c(CN4CCOCC4)c(O)ccc3c2=O)c1	-20%	-1%	-7%	-16%[38.3 µM]	-3%	6%	-6%
COCCn1c(C(=O)N2CCCC2)cc2c1C[C@H]1CN(C(=O)c3ccccc3)[C@@](Cc3ccccc3)(C(=O)OC)[C@@H]21	9%	-5%	-15%	10%	-1%	.	.
Cc1ccsc1/C=N/NC(=O)C1C(=O)NCC1c1ccccc1 (centres undefined)	4%[10 µM]	1%	.	.	.	.	-16%[9.22 µM]
O=C1NC(c2ccccc2)C(C(=O)c2cccs2)C(O)(C(F)(F)F)N1 (centres undefined)	-1%	4%	-14%	-7%[38.3 µM]	10%	1%	-12%
c1ccc(N2CCN(CCc3nnc4n3CCCCC4)CC2)cc1	8%	6%	-10%	17%[38.3 µM]	8%	-1%	5%
O=C(CSc1ccc2nnc(-c3cccnc3)n2n1)c1ccccc1	-24%	10%	16%	24%	-2%	.	-11%
O=C(NCc1ccncc1)Nc1ccccc1	-53%[inhibitor][10 µM]	6%	-3%	13%[38.3 µM]	2%	8%	?
O=C(Nc1ccccc1)OCc1cc(-c2ccc(Cl)cc2)on1	16%	7%	-2%	19%[38.3 µM]	3%	4%	11%
O=P(CCC(F)(F)F)(CCC(F)(F)F)CCC(F)(F)F	-5%	2%	-1%	25%[38.3 µM]	-2%	2%	4%
